High-throughput results from PubChem.
PAFAH1B3 FP inh: blocks human PAF acetylhydrolase 1B catalytic subunit 3 | recombinant PAFAH1B3, FP-rhodamine probe, fluorescence polarization | inhibition, % at 3.39 µM | Q15102 | 0.28% of 340,000 active;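 active = inhibition above the screen-wide average of all tested compounds plus 3 SD, cut at about 25% in these data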;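 note: 0% = enzyme with DMSO only and 100% = wells lacking PAFAH1B3 protein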
Target sequence (Q15102 whole entry, looked up): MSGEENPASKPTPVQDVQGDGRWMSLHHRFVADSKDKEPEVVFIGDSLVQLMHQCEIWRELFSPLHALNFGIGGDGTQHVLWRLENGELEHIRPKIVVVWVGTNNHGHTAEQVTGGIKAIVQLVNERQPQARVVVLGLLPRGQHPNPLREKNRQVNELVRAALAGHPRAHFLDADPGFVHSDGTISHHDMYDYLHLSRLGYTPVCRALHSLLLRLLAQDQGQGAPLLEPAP
GSTO1 counter: GSTO1 inhibition, counter-screen for RBBP9 inhibitors; P78417; recombinant GSTO1, activity-based probe fluorescence polarization; inhibition, % at 5.96 µM; 1.1% of 300,000 active; AID 1974;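 active = inhibition above the campaign mean inhibition plus 3 SD, cut at about 35% in these data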;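 note: 0% = GSTO1-1 with DMSO and 100% = wells lacking GSTO1-1 enzyme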
Target sequence (P78417 whole entry, looked up): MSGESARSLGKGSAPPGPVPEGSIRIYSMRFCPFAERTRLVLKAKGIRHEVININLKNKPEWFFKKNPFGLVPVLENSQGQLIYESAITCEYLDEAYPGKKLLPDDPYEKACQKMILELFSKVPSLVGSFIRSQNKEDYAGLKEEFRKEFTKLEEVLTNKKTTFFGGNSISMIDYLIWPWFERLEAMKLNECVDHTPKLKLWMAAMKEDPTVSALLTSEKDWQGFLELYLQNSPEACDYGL
PREPL inhibitor: human PREPL enzyme inhibition; Q4J6C6; recombinant PREPL, fluorescence polarization activity-based probe; inhibition, % at 5.96 µM; 0.68% of 320,000 active; AID 2751; in the data active = inhibition above about 43%;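 note: 0% = enzyme with DMSO and 100% = wells lacking enzyme; many of its hits are not listed in these tables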
PAD4 FP inh: PAD4 (human) enzyme inhibition; Q9UM07; recombinant PAD4, RCA probe fluorescence polarization; inhibition, % at 6.36 µM; 0.41% of 330,000 active;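 active = percent inhibition above a cutoff equal to the mean of all tested compounds plus 3 SD, cut at about 15% in these data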;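 note: 0% = PAD4 with RCA probe and DMSO and 100% = probe without PAD4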
EBNA-1 inhibitor: blocks EBNA-1 binding to DNA; EBNA-1 DNA binding, fluorescence polarization; inhibition, % at 14.8 µM; 0.34% of 300,000 active; AID 1950; in the data active = inhibition above about 28%
LYPLA1 inh: counter-screen for PME1 inhibitors: inhibitors of human LYPLA1; O75608; recombinant LYPLA1, FP-Rh probe fluorescence polarization; inhibition, % at 5.9 µM; 0.16% of 320,000 active;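 active = inhibition above the mean of all tested compounds plus 3 SD, set per campaign, cut at about 14% in these data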;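 note: inhibitors block serine hydrolase probe labeling of LYPLA1 so polarization falls; 0% = enzyme with DMSO and 100% = wells lacking LYPLA1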
PAFAH2 inh: inhibitors of human PAFAH2; inhibition, % at 3.39 µM; recombinant PAFAH2, FP-rhodamine activity probe, fluorescence polarization; 0.99% of 340,000 active; Q99487;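 active = inhibition above the mean over all tested compounds plus 3 SD, cut at about 30% in these data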;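 note: inhibitors block probe labeling of enzyme so polarization drops; 0% = enzyme with DMSO and 100% = wells lacking PAFAH2 protein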
ZTA DNA inh: blocks Epstein-Barr virus ZTA, an EBNA-1 counter-screen | ZTA-DNA binding, fluorescence polarization | inhibition, % at 11 µM | 0.15% of 320,000 active; in the data active = inhibition above about 33%
Target sequence (P03206 whole entry, looked up): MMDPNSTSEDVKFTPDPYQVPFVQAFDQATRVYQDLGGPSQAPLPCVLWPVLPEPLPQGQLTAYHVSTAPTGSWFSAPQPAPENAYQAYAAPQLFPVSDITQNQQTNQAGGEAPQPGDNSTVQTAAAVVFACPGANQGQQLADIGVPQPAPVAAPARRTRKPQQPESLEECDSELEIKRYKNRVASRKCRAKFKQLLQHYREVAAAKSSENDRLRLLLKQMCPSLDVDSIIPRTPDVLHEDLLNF
LYPLA2 counter: blocks human lysophospholipase 2, a PME1 counter-screen; O95372; recombinant LYPLA2, FP-Rh probe fluorescence polarization; inhibition, % at 5.9 µM; 0.38% of 320,000 active; AID 2177;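 active = inhibition above the screen-wide mean plus 3 SD, limit set per campaign, cut at about 26% in these data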;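 note: 0% = LYPLA2 with DMSO and 100% = wells lacking LYPLA2 enzyme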
Target sequence (O95372 whole entry, looked up): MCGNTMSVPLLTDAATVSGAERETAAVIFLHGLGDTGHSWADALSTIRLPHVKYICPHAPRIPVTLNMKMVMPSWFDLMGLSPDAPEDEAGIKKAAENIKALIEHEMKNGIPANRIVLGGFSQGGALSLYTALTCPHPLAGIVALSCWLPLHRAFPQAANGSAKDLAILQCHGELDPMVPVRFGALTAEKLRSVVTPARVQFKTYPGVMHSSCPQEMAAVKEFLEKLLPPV
* marks the source's active call; other numbers are inactive results; / = no result given. Some of the compounds tested, so the mix of outcomes need not match the whole.

SMILES	PAFAH1B3 FP inh	GSTO1 counter	PREPL inhibitor	PAD4 FP inh	EBNA-1 inhibitor	LYPLA1 inh	PAFAH2 inh	ZTA DNA inh	LYPLA2 counter
CCOC(=O)c1[nH]c(C(=O)O)c(CCN(CC)CC)c1C	2	1	-7	-1	5	-1	4	15	-6
COc1ccc(CC(=O)NNc2ncnc3c2cnn3Cc2ccccc2)cc1OC	9	-1	-1	-1	3	-4	-5	-11	-4
Cc1cc(NC(=O)CSc2nc3sc(C)c(C)c3c(=O)n2C2CCCC2)no1	1	5	-1	2	3	0	4	-6	0
O=C(NCCc1csc(-c2cccc(F)c2)n1)c1ccco1	8	5	-2	-4	12	-3	9	3	-3
COc1cc(OCC(N)=O)cc(OC)c1OC	4	2	11	6	-6	3	1	2	0
Cn1c(NCc2ccccc2O)nc2ccccc21	6	2	-9	-3	5	-4	8	-1	1
CCOC(=O)N1CCN(C(=O)CNC2CCCCCCC2)CC1	5	5	2	-1	3	0	8	6	1
COc1ccc(CN2CC[C@H]3C=CC[C@@H](C(=O)N4CCOCC4)[C@H]3C2=O)cc1OC	4	3	3	-3	4	-1	-1	8	-3
CCc1ccc(C(=O)N/N=C(\C)c2ccncc2)s1	6	-2	0	0	9	0	-6	6	-3
O=C(Nc1ccccc1)Nc1ccc(S(=O)(=O)N2CCCCC2)cc1	-12	-78	1	1	7	-40	-25	3	-72
CC(C)c1ccc(N(CC(=O)NCc2ccco2)C(=O)CCC(=O)Nc2ccccn2)cc1	0	-4	-11	-1	7	1	-1	-9	7
CC1(C)CC(=O)C2=C(C1)N(C1CCCCC1)C(=O)C2(O)C(F)(F)F (stereo unspecified)	7	65*	5	4	10	5	-3	-2	3
C=CCn1c(SCC(=O)NC(=O)NCc2ccco2)nc2sc(C)c(C)c2c1=O	-1	-3	-11	-5	47*	-4	-4	9	-6
Cc1ccc(Cl)cc1NC(=O)C1COc2ccccc2O1 (stereo unspecified)	5	1	-1	1	2	-2	-5	-8	1
O=C(COc1ccc(F)cc1)NNC(=O)Cn1ccc(C(F)(F)F)n1	14	/	30	-2	/	/	11	/	/
O=C(NCCC(=O)N1CCc2ccccc21)c1ccco1	8	1	11	2	2	-4	-10	17	1
COc1ccc(-n2cc(-c3ccccc3)c3c(N4CCOCC4)ncnc32)cc1	12	-2	14	-2	-15	4	5	-18	6
COC(=O)c1sccc1NC(=S)NCc1ccc(Cl)cc1	1	19	0	4	7	-2	-4	-13	4
CCc1ccc(NC(=O)C2CC(=O)N=C(N)S2)cc1 (stereo unspecified)	9	3	-1	0	2	0	1	-13	0
O=c1oc(-c2ccccc2F)nc2scc(-c3ccccc3)c12	/	-9	-9	2	9	-3	/	1	-4

Four compounds out of the list above, sorted by their value in PREPL inhibitor, rising.
| SMILES | PREPL inhibitor |
| --- | --- |
| CC(C)c1ccc(N(CC(=O)NCc2ccco2)C(=O)CCC(=O)Nc2ccccn2)cc1 | -11 |
| CCc1ccc(NC(=O)C2CC(=O)N=C(N)S2)cc1 (stereo unspecified) | -1 |
| COC(=O)c1sccc1NC(=S)NCc1ccc(Cl)cc1 | 0 |
| O=C(NCCC(=O)N1CCc2ccccc21)c1ccco1 | 11 |

Continuation.
SMILES	PAFAH1B3 FP inh	GSTO1 counter	PREPL inhibitor	PAD4 FP inh	EBNA-1 inhibitor	LYPLA1 inh	PAFAH2 inh	ZTA DNA inh	LYPLA2 counter
N=C(N)SCc1ccc(Cl)cc1Cl	-4	3	-3	3	6	-5	2	-2	-1
Cc1cc(SCC(=O)OCC(=O)NCC2CCCO2)c(C)cc1Br (stereo unspecified)	-4	17	10	-6	-6	-2	14	-14	8
Cc1sc2ncnc(NCC(c3ccco3)N(C)C)c2c1C (stereo unspecified)	-5	-8	-12	-2	-12	1	-7	-6	3
CCOc1ccc(NC(=O)CSc2nnc(C3CC3)n2C2CC2)cc1	8	/	12	-2	/	3	2	-8	6
Fc1ccc(NC(=S)Nc2cccc(Cl)c2)cc1	2	13	3	-2	-6	0	5	-23	12
S=C(NCCCN1CCOCC1)Nc1ccc(Cl)c(Cl)c1	7	-4	-3	2	-7	0	2	-2	2
COc1cccc(-c2ccc3nnc(SCC(=O)Nc4ccc(NC(C)=O)cc4)n3n2)c1	2	14	18	-7	-2	-4	3	-25	-4
FC(F)(F)c1ccc2c(c1)n(Cc1ccccc1)c1[n+]2CCCCC1	4	4	18	-2	1	3	-3	-1	-8
CCOC(=O)c1sc(NC(=O)c2ccc(OC)cc2)nc1C	4	-6	5	3	2	-1	-4	4	3
Cc1cc(OC(=O)c2cccc([N+](=O)[O-])c2)c(C)cc1CN1CCOCC1	7	4	10	-1	-3	-3	0	-16	7
O=[N+]([O-])c1ccc(Cl)cc1N1CCCC1	8	-1	3	2	-2	-2	3	0	-1
COc1cccc(C2Nc3ccccc3C(=O)N2O)c1O (stereo unspecified)	9	-5	-3	-3	-4	0	8	-5	2
CC(C)(C)NC(=O)/C=C/c1cccs1	2	1	2	-1	-10	4	0	4	-2
CCOc1nc(C)cc(C)c1S(=O)(=O)c1ccc(Cl)cc1	-2	2	3	1	2	5	-1	3	3
CCN(C(=O)CSc1nnnn1-c1ccc(OC)cc1)C1CCS(=O)(=O)C1 (stereo unspecified)	12	/	6	1	/	/	4	/	/
O=S(=O)(c1cccs1)N1CCN(c2ccnc3cc(Cl)ccc23)CC1	/	-8	6	-1	4	-4	/	7	1
CC1(C)CC(N2CCN(CCO)CC2)=CC(=S)N1	12	-3	9	-3	-12	2	3	-13	3
Cc1ccc(C2C(C#N)=C(N)SC(N)=C2C#N)c(C)c1	-44	-36	-26	-15	6	-28	-47	-1	-48
COc1cc(CCC(=O)Nc2ccc(C)c(S(=O)(=O)N3CCCCCC3)c2)cc(OC)c1OC	5	/	6	0	/	-7	-4	6	-4
C=CCn1c(Cc2cccs2)nnc1SCC(=O)c1ccc2ccccc2c1	8	18	-8	-6	2	-4	1	4	-6
COc1nccnc1NS(=O)(=O)c1ccc(NC(=S)NC(=O)/C=C/c2ccc(F)cc2)cc1	8	-3	1	-3	6	0	15	14	1
Cc1cc(C(=O)Nc2ccc(Cl)cc2)c2ccccc2n1	8	0	-1	-3	-1	2	5	-9	3
O=C(Nc1ccc(N2CCCCC2)cc1)c1ccc([N+](=O)[O-])o1	9	22	4	-10	5	-1	-1	4	1
O=C1c2ccccc2N2C(=O)c3ccccc3C2N1Cc1ccccc1 (stereo unspecified)	1	1	-13	-2	-6	1	5	6	2
Cc1ccc(S(=O)(=O)NNC(=O)C(=O)NNS(=O)(=O)c2ccc(C)cc2)cc1	-4	-4	5	-8	-10	-1	2	-3	-1
CC(=O)Nc1ccc(S(=O)(=O)N(C)Cc2ccccc2)cc1	7	7	1	-1	-4	2	-1	3	-4
Cc1cccc(NC(=O)CN2C(=O)c3ccccc3S2(=O)=O)n1	4	8	1	-2	3	-2	-4	-2	6
O=C(OCC(=O)N1CCN(C(=O)c2ccco2)CC1)c1cc(=O)c2ccccc2o1	7	0	-7	2	6	2	10	-6	5
C/C(=N\NC(=O)c1nnn(-c2nonc2N)c1CSc1ccc(C)cc1)c1ccco1	4	4	3	-2	1	2	-10	-11	11
O=S(=O)(c1cccs1)N1CCc2ccccc2C1	9	7	-9	-3	-3	-1	1	1	1
CSCCC(NC(=O)c1cccc(C)c1)C(=O)Nc1sccc1C(N)=O (stereo unspecified)	-1	19	1	5	-8	-5	-7	-8	-5
CCn1c(SCC(=O)Nc2cccc(C)c2)nc2ccccc2c1=O	-2	0	8	2	-5	-2	-6	9	-3
CCn1c(SCC(=O)Nc2cccc(O)c2)nc2c1c(=O)n(C)c(=O)n2C	-10	9	6	-2	-25	-4	-1	-14	-7
O=C(C1=C(O)C(=O)N(CC2CCCO2)C1c1ccccc1Cl)c1ccco1 (stereo unspecified)	-2	6	-13	1	1	0	6	-1	-1
Cc1ccc2cccc(OCC(=O)Nc3ccc4c(c3)OCO4)c2n1	-6	10	8	-2	-7	-1	-1	-8	2
CC(C)(C)C(O)/C=C/c1ccc2c(c1)OCO2 (stereo unspecified)	/	0	-5	-4	2	0	/	-8	7
COc1ccc(OCCC(=O)OCC(=O)NCCC2=CCCCC2)cc1	-3	4	2	-1	3	-2	0	13	1
Cc1ccc(CS(=O)Cc2ccc(C(=O)NC3CCC(C)CC3)o2)cc1 (stereo unspecified)	6	-2	5	-5	-8	0	9	-20	3
C=CCN(Cc1nc(-c2ccccc2)no1)C(=O)c1ccco1	-1	3	6	3	-6	2	2	0	8
CCOc1cc(CNCc2ccccc2)ccc1OCc1ccc(Cl)cc1	12	-2	19	-6	-7	-3	14	-12	-5
O=C(NN=C(Cc1ccccc1)Cc1ccccc1)c1ccc(F)cc1	11	0	7	0	-14	0	4	-15	0
Cc1cccc(NS(=O)(=O)c2nnc(NC(=O)c3cccc(C)c3)s2)c1	6	-85	-4	-1	19	-1	7	19	3
CC(=O)Oc1ccc2oc(=O)c3c(c2c1)CCCN3C(=O)CN1CCN(c2ncccn2)CC1	6	0	4	-4	-6	2	-1	8	3
COc1ccc(Cl)cc1NC(=S)NCc1cccnc1	10	5	-5	0	2	0	1	11	5
O=C(COc1ccccc1)NC(=S)Nc1cccc2cc(O)ccc12	7	-3	12	-5	16	-2	-4	-7	-3
COc1ccc(N2C(C)=CS/C2=C(/C#N)c2nnc(N3CCOCC3)n2-c2ccccc2)cc1	4	0	3	-1	8	1	-4	2	6
CC(C)N1CCC(N2CCN(C3CCCCCC3)CC2CCO)CC1 (stereo unspecified)	-4	-1	10	0	-4	1	-9	-5	5
COC(=O)C1=CN(CC2CCCO2)C=C(C(=O)OC)C1c1cc(OC)c(OC)c(OC)c1 (stereo unspecified)	7	3	-1	-3	10	4	-7	-5	-1
CCOC(=O)N1CCN(Cc2nc3c(c(=O)n(C)c(=O)n3C)n2Cc2ccc(F)cc2)CC1	-4	0	8	-1	-1	2	-4	-4	-9
O=C(c1ccc(Cl)c([N+](=O)[O-])c1)N(Cc1ccccc1)C1CCS(=O)(=O)C1 (stereo unspecified)	2	-3	5	-7	-4	0	-2	4	-1

(next part)
SMILES	PAFAH1B3 FP inh	GSTO1 counter	PREPL inhibitor	PAD4 FP inh	EBNA-1 inhibitor	LYPLA1 inh	PAFAH2 inh	ZTA DNA inh	LYPLA2 counter
CCOC(=O)c1cc2occc2n1CC(=O)NCCOC	2	0	11	1	-2	1	2	-1	5
Cc1cccc(-c2nsc(SCC(=O)N3CCCC3)n2)c1	-3	8	11	1	11	-1	1	-10	8
CC12CCC(=O)N1c1ccccc1C(=O)N2c1ccccc1 (stereo unspecified)	11	3	8	1	-4	-2	2	15	3
Cc1nnc(NC(=O)c2csc3c2CCCC3)s1	/	-10	15	-2	-10	-4	/	-18	2
O=C(Nc1ccc2sccc2c1)c1ccc(Cl)s1	11	2	-12	-2	5	-4	10	10	-4
O=C(C1CCN(S(=O)(=O)c2ccc(-n3cnnn3)cc2)CC1)N1CCCCC1	-5	0	-1	-7	-5	-5	5	1	7
Cc1ccc(C(=O)c2nocc2C(=O)c2cccs2)cc1	8	5	-2	-2	10	-4	-6	3	0
O=C(NCCc1nc2ccccc2[nH]1)/C(=C/c1ccco1)NC(=O)c1ccc(Br)cc1	-2	3	7	1	6	1	-1	20	-3
COc1ccc(S(=O)(=O)NNC(=O)c2ccc([N+](=O)[O-])cc2)cc1	19	2	7	-1	1	0	-8	-12	-2
CCOC(=O)C(NS(=O)(=O)c1ccc(C)cc1)(C(F)(F)F)P(=O)(OCC(C)C)OCC(C)C (stereo unspecified)	2	24	-5	-2	0	-3	-5	-18	3
C[C@H](CO)N1C[C@H](C)[C@@H](CN(C)S(=O)(=O)c2cccs2)Oc2c(NC(=O)NC3CCCCC3)cccc2C1=O	4	/	16	3	/	/	1	/	/
